Source: PubChem (National Center for Advancing Translational Sciences (NCATS))
Tau fibril FP – blocks human tau fibril formation measured by polarization; Potency, µM (titrated, usually from 57.7 µM), for inactives: at the highest dose activity, negative = inhibition, hits mostly inhibitors; P10636; AID 1468; actives 0.39% (n = 280,000); K18 P301L tau heparin fibrillization, Alexa594 FP, 6 h; also: nearly all actives have a fitted effect of over 55% in size
Target sequence (P10636 561-689 P618L limits assumed): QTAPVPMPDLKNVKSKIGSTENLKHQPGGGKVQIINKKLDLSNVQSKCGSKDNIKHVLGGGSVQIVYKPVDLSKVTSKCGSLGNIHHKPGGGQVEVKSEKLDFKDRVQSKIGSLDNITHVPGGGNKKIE
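Steps: dispense K18 P301L tau (15 uM plus 0.24 uM Alexa 594 tracer, final) in pH 7 sodium acetate; add compound; add heparin (20 uM final); incubate 6 hr, 37 C; add ThT (30 uM final); after 1 hr ambient, read FP.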
TRb-SRC2 inh – disrupts binding of human TR beta to SRC2; P10828; TRbeta-SRC2 peptide binding, fluorescence polarization; receptor liganded with 1 µM T3; Potency, µM (series often up to 106 µM), without a hit: top-dose activity change, negative = inhibition, actives largely listed as inhibitors; actives 0.065% (n = 280,000); AID 1469;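 also: plate controls were bound peptide for no effect and peptide without receptor for full effect; nearly all actives have a fitted effect of over 50% in size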
Target sequence (P10828 whole entry, looked up): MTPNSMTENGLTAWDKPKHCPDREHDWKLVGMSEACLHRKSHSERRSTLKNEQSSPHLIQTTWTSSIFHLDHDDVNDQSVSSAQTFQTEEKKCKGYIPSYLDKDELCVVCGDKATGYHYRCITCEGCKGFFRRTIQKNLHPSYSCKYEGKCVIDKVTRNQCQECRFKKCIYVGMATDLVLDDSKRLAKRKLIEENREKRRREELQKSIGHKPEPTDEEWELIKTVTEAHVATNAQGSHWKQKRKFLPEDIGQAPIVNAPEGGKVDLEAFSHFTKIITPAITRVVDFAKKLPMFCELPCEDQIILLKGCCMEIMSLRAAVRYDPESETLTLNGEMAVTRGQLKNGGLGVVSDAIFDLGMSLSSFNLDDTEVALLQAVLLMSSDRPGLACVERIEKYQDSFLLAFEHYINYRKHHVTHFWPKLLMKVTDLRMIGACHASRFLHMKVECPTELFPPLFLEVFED
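Human TRb LBD (0.6 uM) plus Texas Red-labeled SRC2 peptide (20 nM), 1uM T3, 5% DMSO, 5 hr at ambient temperature. Decreased polarization (555/632 nm) flags inhibition; data normalized to free and bound peptide controls.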
Tau fluor counter – counter-screen for tau fibril formation inhibitors. tau K18 P301L Alexa594 fluorescence, heparin fibrillization. Potency, µM (doses to about 57.7 µM), for inactives: at the highest dose activity change, negative = decrease. actives 0.93% (n = 280,000); also: nearly all actives have a fitted effect of over 55% in size
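Human K18 P301L tau (15 uM unlabeled plus 0.24 uM Alexa 594-labeled, final) in 100 mM sodium acetate pH 7 was mixed with compound and 20 uM heparin and incubated 6 hr at 37 C.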
Tau fibril ThT – inhibitors of human tau fibril formation, thioflavin T binding; actives 2.1% (n = 270,000); Potency, µM (titrated, usually from 57.4 µM), for inactives: at the highest dose activity, negative = inhibition, actives largely listed as inhibitors; P10636; AID 1460; recombinant tau K18 P301L (four-repeat tau fragment), heparin-induced fibrillization, ThT fluorescence; also: nearly all actives have a fitted effect of over 55% in size
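Tau K18 P301L fragment (15 uM unlabeled plus 0.24 uM Alexa 594-labeled) in 100 mM sodium acetate pH 7 with compound, fibrillization induced by 20 uM heparin for 6 hr at 37 C. Thioflavin T (30 uM) added, fluorescence read after 1 hr (ex 450, em 510 nm).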
ALDH1A1 inh – inhibitors of human aldehyde dehydrogenase 1A1; P00352; Purified ALDH1A1, NADH fluorescence, propionaldehyde substrate; Potency, µM (top dose mostly 75.3 µM), inactives show at the highest dose activity, negative = inhibition, usual class: inhibitors; actives 7.3% (n = 220,000); active = well fitted inhibition curve with a large enough effect, not every such curve was filed as active; inconclusive = small, poorly fitted or top-dose-only effect, or another doubt; inactive = no such curve, though single readings can be large or run the other way;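 also: plate controls were no enzyme wells and a reference inhibitor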
aGal spleen mod – alpha-galactosidase A (human) modulation. human spleen homogenate, 4MU-alpha-Gal fluorescence, 40 min. Potency, µM (highest dose often 80 µM), inactives show at the highest dose activity change, negative = inhibition, hits mostly inhibitors. AID 2107. P06280. actives 0.008% (n = 240,000);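 also: 0% = enzyme with vehicle and -100% = no enzyme basal signal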
Target sequence (P06280 32-429 limits assumed): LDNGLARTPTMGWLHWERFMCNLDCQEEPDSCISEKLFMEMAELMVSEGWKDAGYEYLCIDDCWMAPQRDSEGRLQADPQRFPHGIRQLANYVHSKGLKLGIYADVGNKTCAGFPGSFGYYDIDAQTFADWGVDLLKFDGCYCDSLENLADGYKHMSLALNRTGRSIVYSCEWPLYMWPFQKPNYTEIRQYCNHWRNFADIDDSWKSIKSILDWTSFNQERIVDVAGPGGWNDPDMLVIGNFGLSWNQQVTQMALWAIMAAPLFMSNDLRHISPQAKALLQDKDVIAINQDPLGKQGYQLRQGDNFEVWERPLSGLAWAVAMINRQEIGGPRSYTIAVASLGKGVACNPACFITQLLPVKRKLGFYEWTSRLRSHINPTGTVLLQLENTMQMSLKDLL
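qHTS titration in buffer at pH 5.0. Alpha-galactosidase activity in spleen homogenate was measured via 4-methylumbelliferone release from 1 mM fluorogenic substrate after 40 min at 37C and a pH 10 stop. AC50 came from Hill fits of control-normalized data.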
L3MBTL1 inh – inhibitors of human L3MBTL1 | AlphaScreen L3MBTL1–H3K9me1 peptide binding | actives 0.66% (n = 230,000) | Potency, µM (doses to about 57.1 µM), for inactives: at the top dose activity, negative = inhibition, usual class: inhibitors; also: nearly all actives have a fitted effect of over 60% in size
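L3MBTL1 (50 nM) pre-complexed 30 min with biotinylated H3(1-15)K9me1 peptide (75 nM), then compounds added for 30 min at room temperature; AlphaScreen streptavidin donor/nickel chelate acceptor beads (10 ug/mL final) read after 30 min dark incubation.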
TexasRed fluor – Texas Red fluorescence interference in TRb-SRC2 counter-screen | TRb/SRC2 Texas Red total fluorescence interference | Potency, µM (top dose mostly 106 µM), for inactives: top-dose fluorescence change, negative = quenching | actives 0.29% (n = 280,000); active = well fitted curve in either direction with a large enough effect; inconclusive = small, poorly fitted or top-dose-only effect
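Flags fluorescent or light-absorbing compounds by total fluorescence, S + 2P, at 555 nm excitation and 632 nm emission. Mixture: 20 nM Texas Red SRC2 peptide, 0.6 uM human TRb LBD, 1 uM T3, 5% DMSO; compound exposure 5 h at ambient temperature.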
* marks the source's active call; other numbers are inactive results; ? = inconclusive; . = not tested or not shown; & = joins results of further samples; [ ] = dose if it differs, or a comment. Unless noted, calls follow the shape of the dose curve; as a rule, active = well fitted curve in the direction sought with a large enough effect; inconclusive = small, poorly fitted or top-dose-only effect, or another doubt; inactive = no such curve, though single readings can be large; an effect the other way counts as inactive or inconclusive. Unless noted, % is scaled to controls: 0 for no effect and ±100 for the full control effect; potency is read from the fitted curve at half-maximal effect.

The first 11 entries, to show the layout:
SMILES	Tau fibril FP	TRb-SRC2 inh	Tau fluor counter	Tau fibril ThT	ALDH1A1 inh	aGal spleen mod	L3MBTL1 inh	TexasRed fluor
Cc1ccc(-n2c(O)c(C=Nc3ccc(S(N)(=O)=O)cc3)c(=O)[nH]c2=O)cc1	-2%	0%	-3%	-12%	-9%	-7%	6%	2%
CC(C)(C)C(=O)c1cn(CC(=O)NCc2ccco2)c2ccccc12	-3%	1%	3%	7%	0%	-1%	2%	8%
CC(C)CNC(=O)c1c(N)n(Cc2ccco2)c2nc3ccccc3nc12	-9%	-1%	?	?	?	?	.	3%
Cc1c(C(=O)N2CCC3(CC2)OCCO3)sc2ncnc(N(C)c3ccccc3)c12	3%	7%	3%	3%	?	14%	1%	-5%
O=C(Nc1ccc(Cl)cc1C(=O)c1ccccc1)c1ccccc1Br	-14%	1%	-27%	-9%	.	.	.	5%
c1ccc2c(c1)CC1CNCc3cccc(c31)S2 (stereo unspecified)	6%	-5%	3%	-8%	1%	-2%	8%	0%
Cc1ccc(Sc2ccc(C=C3C(=O)N(C)C(=O)N(C)C3=O)o2)cc1	-10%	-4%	6%	?	4.5µM*	-7%	-16%	5%
CCCc1cc2c(n1Cc1ccco1)C(C)C1CN(C(=O)c3ccccc3)C(C)(C(=O)OC)C21 (stereo unspecified)	?	13%	-12%	22µM*	?	4%	.	1%
CC(=O)Nc1ccc(S(=O)(=O)N2CCSC2c2ccc(C)cc2)cc1 (stereo unspecified)	?	4%	?	-17%	?	4%	-8%	-3%
C=CCN(CC=C)Cc1c[nH]c2ccccc12	3%	-3%	-26%	-16%	?	-2%	-1%	-3%
CCC(=NCCO)c1c(O)n(-c2ccccc2)c(=O)[nH]c1=O	-1%	0%	-5%	-16%	-3%	0%	.	1%

Results, repeating the preview:
SMILES	Tau fibril FP	TRb-SRC2 inh	Tau fluor counter	Tau fibril ThT	ALDH1A1 inh	aGal spleen mod	L3MBTL1 inh	TexasRed fluor
Cc1ccc(-n2c(O)c(C=Nc3ccc(S(N)(=O)=O)cc3)c(=O)[nH]c2=O)cc1	-2%	0%	-3%	-12%	-9%	-7%	6%	2%
CC(C)(C)C(=O)c1cn(CC(=O)NCc2ccco2)c2ccccc12	-3%	1%	3%	7%	0%	-1%	2%	8%
CC(C)CNC(=O)c1c(N)n(Cc2ccco2)c2nc3ccccc3nc12	-9%	-1%	?	?	?	?	.	3%
Cc1c(C(=O)N2CCC3(CC2)OCCO3)sc2ncnc(N(C)c3ccccc3)c12	3%	7%	3%	3%	?	14%	1%	-5%
O=C(Nc1ccc(Cl)cc1C(=O)c1ccccc1)c1ccccc1Br	-14%	1%	-27%	-9%	.	.	.	5%
c1ccc2c(c1)CC1CNCc3cccc(c31)S2 (stereo unspecified)	6%	-5%	3%	-8%	1%	-2%	8%	0%
Cc1ccc(Sc2ccc(C=C3C(=O)N(C)C(=O)N(C)C3=O)o2)cc1	-10%	-4%	6%	?	4.5µM*	-7%	-16%	5%
CCCc1cc2c(n1Cc1ccco1)C(C)C1CN(C(=O)c3ccccc3)C(C)(C(=O)OC)C21 (stereo unspecified)	?	13%	-12%	22µM*	?	4%	.	1%
CC(=O)Nc1ccc(S(=O)(=O)N2CCSC2c2ccc(C)cc2)cc1 (stereo unspecified)	?	4%	?	-17%	?	4%	-8%	-3%
C=CCN(CC=C)Cc1c[nH]c2ccccc12	3%	-3%	-26%	-16%	?	-2%	-1%	-3%
CCC(=NCCO)c1c(O)n(-c2ccccc2)c(=O)[nH]c1=O	-1%	0%	-5%	-16%	-3%	0%	.	1%
CC(C)[C@]12CC(=O)[C@H](C)[C@H]1C2	.	8%[201 µM]	.	.	-12%	3%	7%	2%[201 µM]
CC(=O)Oc1c2c(c(CC=C(C)C)c3c1C(=O)C1=CC4CC5C(C)(C)OC(C/C=C(\C)C(=O)O)(C4=O)[C@]15O3)OC(C)(CCC=C(C)C)C=C2 (stereo partly specified)	10µM*	-7%	?	7.1µM*	?	-3%	.	2%
Cc1cccc(-n2c(/C=C/c3cccc4ccccc34)nc3ccccc3c2=O)c1	-4%	5%	-7%	-4%	.	.	.	-2%
CN1CCc2c(C#N)c(Cl)nc(Cl)c2C1	-8%	3%	-3%	-15%	?	0%	-1%	-2%
CC(C)(C)NC(=O)C1CC2CCCCC2CN1 (stereo unspecified)	-4%	-7%	-1%	-5%	0%	-15%	?	-7%
COc1cccc(-n2c(CNC(=O)OC(C)(C)C)n[nH]c2=S)c1	0%	-17%	5%	7%	4%	0%	36%[activator]	1%
C(=C\c1ccccc1)/CN1CCN(CCOC(c2ccccc2)c2ccccc2)CC1	-5%	-1%	-14%	-15%	-5%	-7%	.	-2%
COc1ccccc1N1CCN(Cc2ccccc2F)CC1	14%	-19%	7%	1%	?	2%	.	0%
CN[C@@H](C)[C@H]1CC[C@@H](N)[C@@H](O[C@@H]2[C@@H](O)[C@@H](O[C@H]3OC[C@@](C)(O)[C@@H](NC)[C@@H]3O)[C@H](N)C[C@@H]2N)O1 (tested in a mixture with another compound)	.	1%[53 µM]	.	.	11%[20.9 µM]	4%[29.1 µM]	.	0%[53 µM]
O=C(OCCCCN1C(=O)c2ccccc2C1=O)c1ccc(Br)o1	7%	5%	-14%	-2%	?	-6%	25%	2%
CCOC(=O)c1ccc2c(c1)n(Cc1ccccc1)c(C)[n+]2CC	0%	4%	-6%	-4%	0%	-5%	9%	-3%
COc1ccccc1-c1[se]c2ccccc2c1I	?	5%	-17%[81.3 µM]	-17%[81.4 µM]	8%	2%	.	2%
O=C(Nc1cccc(Cl)c1)c1c(O)c2c(n(Cc3ccccc3)c1=O)CCCC2	-5%	4%	-3%	1%	3%	-3%	3%	-5%
Cc1ccccc1OCCCn1cc(C(=O)C(=O)N2CCOCC2)c2ccccc21	-1%	-5%	1%	-1%	-6%	6%	-21%	-4%
(further entries)
SMILES	Tau fibril FP	TRb-SRC2 inh	Tau fluor counter	Tau fibril ThT	ALDH1A1 inh	aGal spleen mod	L3MBTL1 inh	TexasRed fluor
CC(C)[C@H](CO)Nc1nc(Nc2cccc(Cl)c2)c2ncn(C(C)C)c2n1	?	-1%	?	?	?	-9%	.	-2%
CC(Cc1ccc(O)cc1)NCC(O)c1cc(O)cc(O)c1 (stereo unspecified)	-1%&-2%&1%	-2%&-1%&0%	-2%&0%&11%	3%&6%&9%	-6%&-7%	7%&1%&-4%	.	0%&-1%&1%
COc1cc2c(cc1OC)C(C(=O)NCCC(C)C)C1CCCCN1C2=O (stereo unspecified)	6%	-4%	-2%	-3%	?	-6%	11%	-1%
C=C1C([C@@]2(C)C(OC(C)=O)CC(=O)O[C@@](C)(COC(C)=O)C2CC(=O)OC)C(OC=O)C(OC(=O)C(OC(C)=O)C(C)CC)[C@]2(C)C(c3ccoc3)CC(=O)C12O (stereo partly specified)	13%	-2%	-27%	?	-2%	0%	.	-1%
CCOC(=O)C1=C(N)OC2=C(C(=O)CCC2)C12C(=O)N(CC(N)=O)c1ccccc12 (stereo unspecified)	-7%	-8%	1%	-10%	4%	2%	5%	1%
OCC#CC[N+]1(CC#Cc2ccccc2)CCCC1	3%	1%	2%	-6%	1%	6%	?	-2%
COC(=O)C1=CO[C@@H](C)[C@@H]2CN3CC[C@]4(C(=O)Nc5c4ccc(OC)c5OC)[C@H]3C[C@H]12	-5%	-9%	-8%	-5%	-3%	4%	.	-2%
Cc1cc(C=C2C(=O)NC(=S)NC2=O)c(C)n1-c1ccc2c(c1)OCO2	-8%	-9%	?	14µM*	2.8µM*	-3%	22µM*	28184µM*[quencher]
C[C@@H]1O[C@H](C[N+](C)(C)C)CS1	-1%	-2%	-3%	-11%	-5%	-1%	.	0%
CCC(COC(=O)NC)NC(=O)Oc1ccccc1 (stereo unspecified)	0%	-1%	1%	2%	6%	-6%	4%	2%
CC1=C(C(=O)Nc2ccccc2)S(=O)(=O)CCO1	-3%	4%[201 µM]	14%	6%	.	-8%	-4%	-1%[201 µM]
O=c1c(C=NCCN2CCNCC2)c(O)n(C2CCCCC2)c(=O)n1C1CCCCC1	2%	6%	-10%	-10%	4%	11%	10%	-3%
C#CCOS(=O)OC1CCCCC1Oc1ccc(C(C)(C)C)cc1 (stereo unspecified)	-2%	0%	-7%	-1%	?	3%	.	-4%
CC(C)(O)C(=O)Nc1ccc([N+](=O)[O-])c(C(F)(F)F)c1	.	0%	.	.	-1%	4%	0%	0%
CCCc1[nH]nc2c1C1(C(=O)N(CC(N)=O)c3ccccc31)C(C(=O)OC)=C(N)O2 (stereo unspecified)	-3%	4%	3%	-3%	1%	4%	1%	2%

The list is partial; rates above refer to the full screens.
